Screening data deposited in PubChem BioAssay by National Center for Advancing Translational Sciences (NCATS).
KCNH2 WT inh: inhibitors of human wildtype KCNH2 potassium channel; U2OS, BacMam KCNH2, thallium flux FluxOr; stronger effect = lower value; activity change, % at 1.84 µM; actives 0.37% (n = 340,000); AID 720551;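 active = maximum activity change below -70%; inconclusive = maximum activity change between -70% and -50%; inactive = maximum activity change above -50%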; also: % is scaled to controls: 0 for no effect and ±100 for the full control effect
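U2OS cells transduced with wild-type KCNH2 virus are loaded with FluxOr dye for 45 min, and thallium flux is measured in kinetic reads before and after stimulation buffer. Rate constants are normalized to DMSO controls.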
Giardia killer: kills Giardia lamblia; Giardia lamblia trophozoite viability; activity change, % at 7.66 µM, hits read low; actives 0.15% (n = 340,000); in the data active = activity change below about -80%; inconclusive = between about -30% and that limit;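 also: parasites exposed to compound for two days anaerobically before the ATP read; % is scaled to controls: 0 for no effect and ±100 for the full control effect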
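Each well holds 100 Giardia trophozoites and compound. After two days (48 hrs) at 37 deg C in anaerobic conditions, ATP is quantified by luminescence.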
GALK inhibitor: blocks human galactokinase activity. P51570. Purified GALK, Kinase-Glo residual ATP luminescence. Potency, µM (top dose mostly 57.5 µM), without a hit: at the highest dose activity change, negative = inhibition, actives largely listed as inhibitors. actives 0.007% (n = 270,000). AID 1868; also: potency is read from the fitted curve at half-maximal effect; % is scaled to controls: 0 for no effect and ±100 for the full control effect
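Human GALK (5 nM) with 35 uM ATP and 100 uM galactose in 20 mM HEPES pH 8.0, 5 mM MgCl2, 60 mM NaCl, 1 mM DTT, 0.01% BSA. After 1 h at room temperature, leftover ATP was read by Kinase-Glo Plus luminescence.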
FBPA coupling cs: counter-screen for Giardia aldolase inhibitors: coupling enzyme system; coupling enzyme system counterscreen, AmpLite Red fluorescence; activity change, negative = inhibition, % at 58.2 µM, hits read low; actives 0.67% (n = 290,000); in the data active = activity change below about -30%; also: % is scaled to controls: 0 for no effect and ±100 for the full control effect
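Fluorescence at 525 nm excitation and 598 nm emission measured inhibition of the coupled detection system without aldolase. Compounds (at 57.5 uM final) were preincubated 10 min at room temperature with coupling enzyme reagent before a 20 min substrate/AmpLite Red step.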
CXXC DNA block: blocks binding of human MLL CXXC domain to DNA; actives 0.037% (n = 290,000); MLL-CXXC / FITC-HOXA9 DNA fluorescence polarization; Q03164; Potency, µM (series often up to 115 µM), inactives show top-dose activity change, negative = inhibition, most hits filed as inhibitors; active = well fitted inhibition curve with a large enough effect in the polarisation, with a control signal flat, not every such curve was filed as active; inconclusive = small, poorly fitted or top-dose-only effect, or effect the other way, or a change in a side signal; inactive = no such curve, though single readings can be large or run the other way; the % refers to the polarisation; also: potency is read from the fitted curve at half-maximal effect
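Steps: dispense CXXC domain solution (7 uM) → pin compounds or unlabeled HOX-A9 DNA control → 5 min ambient → add FLSN-HOX-A9 solution (50 nM) → spin → 30 min ambient → fluorescence polarization. Tris pH 7.5/NaCl/DTT/BSA buffer.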
B2AR arrestin: agonists driving beta-arrestin recruitment to human beta2-adrenergic receptor. beta-arrestin recruitment to beta2AR, cell-based reporter. AID 492947. Potency, µM (highest dose often 46.1 µM), inactives show at the top dose activation, usual class: activators. actives 0.02% (n = 330,000). P07550;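 also: potency is read from the fitted curve at half-maximal effect; 0% = DMSO controls and full agonism = EC100 isoproterenol or metaproterenol; nearly all actives have a fitted effect of over 65% in size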
TRPV1 agonist: human TRPV1 agonism | actives 0.19% (n = 320,000) | activation, % at 8.33 µM | Q8NER1 | TRPV1-expressing cells, Fluo-8 calcium influx, agonist mode | AID 540275; in the data active = activation above about 80%; inconclusive = between about 30% and that limit; also: 0% is about no effect
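TRPV1-expressing cells were cultured overnight at 35.5C and loaded with Fluo-8 calcium dye for 40 to 90 min at room temperature. After a 10 s baseline, compound was added and calcium influx was read kinetically for 3 min (ex 480/em 520 nm).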
KCNH2 3.1 inh: blocks the human KCNH2 3.1 channel isoform. U2OS KCNH2 3.1, thallium flux FluxOr; stronger effect = lower value. activity change, % (tested at about 1.8 µM). actives 0.95% (n = 340,000);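 active = maximum activity change below -70%; inconclusive = maximum activity change from -70% to -50%; inactive = maximum activity change above -50%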;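 also: thallium influx rate constant from kinetic fluorescence after stimulation buffer; % is scaled to controls: 0 for no effect and ±100 for the full control effect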
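Steps: virus added to U2OS suspension (4 h, RT, dark); medium with 10% FBS added, cells plated, 37 C overnight; FluxOr/Red40 loading buffer 45 min RT; stimulation buffer, 2 min kinetic read; rate constant normalized.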
PKM2 act: PKM2 (human) enzyme activation; AID 1631; purified PKM2, Kinase-Glo ATP luminescence, activation; response scale: 0% is enzyme alone, no compound; P14618; actives 0.34% (n = 260,000); Potency, µM (doses to about 57.5 µM), inactives show top-dose activation, hits mostly activators; also: potency is read from the fitted curve at half-maximal effect; % is scaled to controls: 0 for no effect and ±100 for the full control effect; nearly all actives have a fitted effect of over 55% in size
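Purified hPK-M2 (>95% pure) converted ADP (0.1 mM final) to ATP with 0.5 mM PEP in 50 mM imidazole pH7.2, KCl, MgCl2, Tween 20, BSA; 1 h at room temperature. ATP detected by Kinase-Glo luminescence.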
Menin-MLL TR inh: displaces Texas Red mutant MLL peptide from human menin; Menin + Texas Red MLL mutant peptide, fluorescence polarization; Potency, µM (series often up to 61.6 µM), inactives show top-dose FP activity change, negative = inhibition, actives largely listed as inhibitors; actives 0.23% (n = 270,000); active = well fitted inhibition curve with a large enough effect in the polarisation, with a control signal flat, not every such curve was filed as active; inconclusive = small, poorly fitted or top-dose-only effect, or effect the other way, or a change in a side signal; inactive = no such curve, though single readings can be large or run the other way; the % refers to the polarisation; also: potency is read from the fitted curve at half-maximal effect; % of control where 0% means no effect; many of its hits are not listed in these tables
USP2a block: USP2a (human) protease inhibition. USP2 core, Ub-CHOP2 coupled fluorogenic reporter, 485/531. actives 0.01% (n = 330,000). O75604. AID 463254. Potency, µM (top dose mostly 38.3 µM), for inactives: top-dose activity change, negative = inhibition, hits mostly inhibitors;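 also: potency is read from the fitted curve at half-maximal effect; plate controls were DMSO wells for no effect and full inhibition by NEM control for full effect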
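Deubiquitinase activity read as fluorescence (485/531 nm) after Ub-CHOP2 cleavage activates the enterokinase reporter on its substrate; USP2 core 10nM, Ub-CHOP2 and substrate 25nM each, 30min compound preincubation then 60min RT; data normalized to NEM, curves fitted.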
Active calls of the source: *; u = inconclusive; x = not tested or not shown; & = joins results of further samples; [ ] = dose if it differs, or a comment. Unless noted, calls follow the shape of the dose curve; as a rule, active = well fitted curve in the direction sought with a large enough effect; inconclusive = small, poorly fitted or top-dose-only effect, or another doubt; inactive = no such curve, though single readings can be large; an effect the other way counts as inactive or inconclusive. Some of the compounds tested. The share of hits here may be higher or lower than overall.

SMILES	KCNH2 WT inh	Giardia killer	GALK inhibitor	FBPA coupling cs	CXXC DNA block	B2AR arrestin	TRPV1 agonist	KCNH2 3.1 inh	PKM2 act	Menin-MLL TR inh	USP2a block
C[C@H]1O[C@@H](n2cc(F)c(=O)[nH]c2=O)[C@H](O)[C@@H]1O	-20	-23	x	x	11%&7%	0.1%	-2	15	x	23%&-4%	0%
O=C(CCNC(=O)c1ccccc1)Nc1nc2ccccc2s1	-25	-12	x	x	x	0.1%	12	-11	x	x	1%
O=C(COC(=O)CC1CCCC1)Nc1ccc(Cl)cn1	-1	-23	x	x	x	-0.6%	27	9	x	x	-1%
O=C(O)CCC(=O)Nc1sc2c(c1C(=O)Nc1ccccc1)CCCCC2	-1	2	-1%	0	2%	0.4%	-1	7	10%	u	4%
COC(=O)c1ccc(NC(=O)CSC2=Nc3ccccc3C3CC=NN23)cc1 (stereo not given)	6	7	0%	0	-11%	-2.6%	3	-1	-2%	4%	u
Cc1ccc(CCNc2ccccc2C)cn1	-8	5	-2%	1	-3%	-0.2%	8	-2	-5%	1%	0%
C[C@@H](NC(=O)c1nc[nH]c1C(=O)NCC(=O)OCc1ccccc1)c1ccccc1	-8	11	x	4	-3%	0.2%	4	12	0%	23%	-1%
CCOc1cc(NC(=O)c2ccccn2)c(OCC)cc1NC(=O)CC(C)C	13	-8	3%	-1	-1%	-0.4%	10	29	1%	-22%	0%
CC(C)(C)NC(=O)NC(=O)CN1CCN(S(=O)(=O)c2ccccc2)CC1	0	8	1%	-4	-1%	-0.3%	-3	-1	u	x	5%
O=C(Nc1ccc(N2CCN(C(=O)c3cccs3)CC2)cc1)c1ccc(Br)o1	4	-3	x	x	x	0.2%	3	4	x	x	1%
CCOc1ccc(C(=O)/C=C/c2cn(CN3CCN(C)CC3)c3ccccc23)cc1	-1	18	-1%	-5	26%	-0.4%	13	-14	13%	u	-6%
Cc1ccc(S(=O)(=O)CC(=O)Nc2ccc(Cl)cn2)cc1	28	-5	-1%	1	2%	-0.9%	u	18	2%	10%	0%
Cc1ccccc1C(O)c1ccccn1 (stereo not given)	-2	9	0%	2	-2%	0.1%	-5	-8	-1%	-4%	-2%
CSc1ccccc1OCc1cc(C(=O)NCc2csc(C(C)C)n2)no1	-2	-1	6%	x	21%	0.6%	u	-13	x	x	-1%
O=C(COC(=O)c1cccnc1Cl)c1ccc(F)cc1	2	18	0%	1	10%	-0.1%	0	-6	-5%	1%	0%
O=C(c1cccc(S(=O)(=O)Nc2ccc(Br)cc2)c1)N1CCCC1	-1	11	x	x	x	0.0%	2	-6	x	x	1%
Cc1onc(-c2ccccc2)c1C(=O)Nc1cccc(S(=O)(=O)NC2=NCCC2)c1	-2	-20	x	x	x	-1.2%	0	10	x	x	4%
CC1(C)CC2CC(C)(CN2c2ncnc3ccc(Br)cc23)C1 (stereo not given)	-1	-14	x	6	11%	0.3%	u	-10	11%	-12%	-1%
COC(CNC(=O)c1ccc2c(=O)n(Cc3ccc4c(c3)OCO4)c(=S)[nH]c2c1)OC	0	-25	x	-1	-2%	2.2%	0	4	x	34%[activator]	0%
O=S1(=O)CCO[C@H]2Cc3ccccc3[C@H]2N1Cc1ccc(Cl)cc1	-14	u	x	6	10%	-0.9%	4	-9	-2%	-2%	0%
CC(NCc1ccncc1)C12CC3CC(CC(C3)C1)C2 (stereo not given)	-4	-11	-2%	2	11%	0.4%	10	6	0%	u	-1%
Cc1ccc(C(=O)NNc2cc(=O)n(C)c(=O)n2C)cc1C	-6	1	0%	-8	2%	-0.6%	-3	5	2%	-21%	5%
C=Cc1ccc(C2=CC(=O)C[C@H](c3ccc(OC)cc3)C2)cc1	-14	15	x	x	x	-0.1%	17	-15	x	x	1%
COc1ccc(CCNC(=O)CSc2nnnn2Cc2ccc3c(c2)OCO3)cc1OC	-1	-19	5%	3	-2%	0.3%	0	8	4%	-1%	-2%
CCCn1c(SCC(=O)NCc2ccco2)nnc1-c1ccncc1	3	6	1%	-1	11%	-0.2%	-3	-7	-25%	2%	0%
COc1ccc(C(=O)CN2C(=O)NC3(CCCc4ccccc43)C2=O)cc1 (stereo not given)	5	-15	x	x	x	-0.2%	-1	-8	x	x	-1%
O=C(CSc1nnc(-c2ccccc2F)o1)NC1CC1	2	3	x	x	x	0.3%	x	2	x	x	0%
Cc1nc2cc(NC(=O)N3CCCC3)ccc2n1C	-5	10	0%	3	6%	-0.7%	0	-4	-3%	7%	12%
COc1ccccc1C(=O)Nc1nnc(CCc2ccccc2)s1	7	10	4%	1	-17%	0.4%	5	20	13%	19%	2%
CC(C)NC(C(=O)Nc1cc(Cl)cc(Cl)c1)c1ccccc1 (stereo not given)	1	6	-2%	-1	3%	-0.1%	0	26	3%	x	0%
CCOC(=O)c1ccc(COC(=O)c2nonc2N)cc1	-1	-1	-1%	4	14%	-0.1%	2	4	-2%	5%	-4%
N#Cc1nc(Cc2ccccc2)oc1N1CCN(c2ccccc2)CC1	2	4	-1%	1	-4%	0.4%	16	-27	-5%	1%	-1%
Cc1occc1-c1nc(-c2ccccn2)no1	10	-18	12%	3	-2%	0.1%	-1	1	-45%	2%	-1%
CCOC(=O)c1ccccc1NC(=O)CN(c1ccc(OCC)cc1)S(C)(=O)=O	x	x	-2%	6	3%	0.1%	-3	x	-7%	1%	1%
CC1(c2ccc([N+](=O)[O-])cc2)Nc2ccccc2S1 (stereo not given)	17	-21	2%	0	10%	0.3%	-10	-10	x	u	2%
O=C(OCc1ccc(Cl)c(Cl)c1)c1cccnc1Cl	23	16	0%	-2	7%	0.0%	1	-6	-1%	u	-1%
COC(=O)C1=NNC2(c3ccc(Cl)cc3)C(=O)N(c3ccc(Cl)cc3)C(=O)C12 (stereo not given)	2	-6	0%	-5	13%	-0.2%	0	3	-1%	-21%	2%
O=C(CNC(=O)c1ccccc1)OCc1cccc([N+](=O)[O-])c1	9	-1	1%	0	9%	-1.8%	1	9	9%	5%	3%
COc1ccc(CN(C)Cc2c(O)ccc3ccccc23)cc1	13	-25	-2%	-6	80%[activator]	-0.5%	16	-15	x	37%[activator]	-1%
O=C(CCc1ccccc1)OCCN1CCOCC1	-14	15	0%	8	12%	0.4%	5	3	-2%	-5%	1%
Nc1nc(Nc2ccccc2)nc(C(F)(F)F)n1	0	-4	4%	-6	-1%	-0.3%	7	5	-4%	3%	0%
CC(C)(C)c1ccc(C(=O)OCC(=O)NCc2ccco2)cc1	5	-3	x	x	x	5.3%	29	-2	x	x	0%
Cc1cccc(C)c1NC(=O)CNC(=O)c1ccc2c(c1)OCCO2	1	-1	x	x	x	0.3%	-3	4	x	x	5%
COc1ccc(C2=NN(CN3C(=O)C(=O)c4ccccc43)C(c3ccc(C)cc3)C2)cc1 (stereo not given)	-17	-2	1%	0	-1%	-0.2%	3	-18	3%	0%	0%

Single records (already shown). Values in the order: KCNH2 WT inh | Giardia killer | GALK inhibitor | FBPA coupling cs | CXXC DNA block | B2AR arrestin | TRPV1 agonist | KCNH2 3.1 inh | PKM2 act | Menin-MLL TR inh | USP2a block
CC(C)NC(C(=O)Nc1cc(Cl)cc(Cl)c1)c1ccccc1 (stereo not given) in the list: 1 | 6 | -2% | -1 | 3% | -0.1% | 0 | 26 | 3% | x | 0%
O=C(COC(=O)c1cccnc1Cl)c1ccc(F)cc1 in the list: 2 | 18 | 0% | 1 | 10% | -0.1% | 0 | -6 | -5% | 1% | 0%
CSc1ccccc1OCc1cc(C(=O)NCc2csc(C(C)C)n2)no1 in the list: -2 | -1 | 6% | x | 21% | 0.6% | u | -13 | x | x | -1%
Cc1nc2cc(NC(=O)N3CCCC3)ccc2n1C in the list: -5 | 10 | 0% | 3 | 6% | -0.7% | 0 | -4 | -3% | 7% | 12%
O=C(CSc1nnc(-c2ccccc2F)o1)NC1CC1 in the list: 2 | 3 | x | x | x | 0.3% | x | 2 | x | x | 0%
